# HTR2A ag – mouse Htr2a agonists via beta-arrestin recruitment, primary screen, cell-based, luminescence | 5-hydroxytryptamine receptor 2A (Mus musculus), P35363 | hit rate 0.66% among 360,000 | CHO-K1 mHTR2A beta-arrestin complementation; percent of 30 µM serotonin response | activation, % at 7.6 µM;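 active = activation above a run cutoff, the mean activation of all tested compounds plus 3 SD, cut at about 14% in these data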;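 note: 0% = plate median of compound wells and 100% = 30 µM serotonin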
# Target sequence (P35363 whole entry, looked up): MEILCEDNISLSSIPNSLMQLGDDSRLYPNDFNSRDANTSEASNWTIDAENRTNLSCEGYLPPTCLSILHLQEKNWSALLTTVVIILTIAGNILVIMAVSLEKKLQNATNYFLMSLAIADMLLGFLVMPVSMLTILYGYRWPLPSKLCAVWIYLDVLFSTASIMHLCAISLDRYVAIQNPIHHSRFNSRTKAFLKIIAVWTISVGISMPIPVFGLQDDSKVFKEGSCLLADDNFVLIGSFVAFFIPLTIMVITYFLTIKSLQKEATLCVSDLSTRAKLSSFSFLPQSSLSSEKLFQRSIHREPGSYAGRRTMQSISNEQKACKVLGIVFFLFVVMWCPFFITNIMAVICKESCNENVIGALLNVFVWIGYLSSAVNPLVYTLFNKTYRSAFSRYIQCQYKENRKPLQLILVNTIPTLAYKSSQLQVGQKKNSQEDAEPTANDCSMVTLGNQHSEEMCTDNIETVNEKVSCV
# aDG glyco up – activators of alpha-DG glycosylation, primary screen, uHTS, Pro5-aDG cells, AlphaScreen; alpha-DG glycosylation AlphaScreen (IIH6); 0% Pro5, 100% B10-LARGE cell signal; activation, % at 10 µM; hit rate 0.22% among 360,000; AID 624168, 2012;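 active = activation of at least 8% versus controls, or a plate z-score of at least 8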;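 note: Pro5 are CHO cells carrying HIG-tagged alpha-DG that lacks glycosylation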
# CaV13 ICDI inh – Disruptors of the CACNA1D IQ motif to Ca2+-dependent inactivation inhibitor domain association, primary screening, Förster resonance energy transfer in intact living …; HEK cells, CFP/YFP FRET ICDI-IQ, plate reader, 10 min; percent FRET-ratio fall versus neutral wells; inhibition, % at 12.3 µM; hit rate 0.098% among 340,000; AID 743397;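 active = mean replicate inhibition of at least 30% and at least 1% of replicates passing that level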;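 note: 0% = median of the neutral control wells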
# N-glyco inh – increase of ERlucT glycosylation luciferase signal, primary screen, N-linked glycosylation inhibitor project, D54 ERlucT cells, luminescence, set 2; D54 ERlucT glycosylation luciferase reporter, 24 h; percent of 100 nM tunicamycin response; reporter increase, % at 12.5 µM; hit rate 0.23% among 360,000; AID 588692, 2011;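 active = mean luciferase reporter signal, scaled so untreated is 0 and the glycosylation-blocking control 100, at or above a set limit in every replicate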;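 note: luciferase carries N-glycosylation sites so blocking glycosylation raises the light; 0% = median of neutral control wells and 100% = median of 100 nM tunicamycin wells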
# ABCB6 inh 2 – ABCB6 transporter inhibitors, primary screen, K562-ABCB6 cells, flow cytometry, MLPCN library | fluorescence ratio to DMSO, % at 10 µM | hit rate 0.19% among 360,000 | K562-ABCB6 porphyrin accumulation, 1 h; stronger effect = lower value | AID 602162, 2011 | ATP-binding cassette sub-family B member 6 (Homo sapiens), Q9NP58;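 active = fluorescence ratio to DMSO below 75%, the collection mean minus 3 SD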;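 note: signal is porphyrin accumulated inside mitochondria; 100% equals median channel fluorescence of DMSO control wells; lower ratio means ABCB6 inhibition with less porphyrin fluorescence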
# Vif inh – HIV Vif self-association inhibitors, primary screen, imaging, HEK293T, single point; HEK293T cells, Vif self-association by quenched fluorescence, 24 h; hit rate 0.35% among 340,000; inhibition, % at 7.49 µM; in the data active = inhibition above about 50%, passing the limit was not always enough; note: some results filed as inactive read as strong as hits
# H9c2 protect – cardioprotection against H2O2-induced cell death, primary screen, uHTS, H9c2 cells, ATPLite luminescence | AID 588492, 2011 | hit rate 0.63% among 360,000 | protection from H2O2 cell death, % at 20 µM | H9c2 cardiomyocytes, H2O2 injury protection, 2 h;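 active = compounds giving at least 50% protection of heart cells from peroxide-induced death in the single-dose screen, raw or plate-pattern-corrected value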;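 note: 0% = DMSO wells with peroxide and 100% = DMSO wells without peroxide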
# hiPSC survival – enhancers of single-cell hiPSC survival, primary screen, ATPlite luminescence; hit rate 0.044% among 360,000; 100% = ROCK inhibitor wells, 0% = DMSO; survival enhancement, % at 20 µM; AID 602274, 2012; in the data active = survival enhancement above about 18%;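 note: cells exposed to compounds for 16 hours before the ATP read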
# Granule exo inh – LAMP-1 surface exposure blockers, TALL-104 cells – cell-based, flow cytometry, MLPCN library, primary screen. TALL-104 LAMP-1 surface exposure; cells stimulated with thapsigargin and PMA. inhibition, % at 10 µM. hit rate 0.66% among 360,000;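 active = inhibition above about 55%, limit read from the data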
# PDI turbidity – inhibitors of human PDI, primary screen, biochemical, turbidity, single point, plate reader | inhibition, % at 10 µM | PDI insulin aggregation turbidity, A650, 90 min | AID 588391, 2011 | hit rate 0.052% among 350,000;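 active = mean inhibition across replicates of 30% or more, whatever share of single replicates reach that level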;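 note: absorbance from insulin aggregation driven by PDI reduction with DTT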
# Target sequence (P07237 whole entry, looked up): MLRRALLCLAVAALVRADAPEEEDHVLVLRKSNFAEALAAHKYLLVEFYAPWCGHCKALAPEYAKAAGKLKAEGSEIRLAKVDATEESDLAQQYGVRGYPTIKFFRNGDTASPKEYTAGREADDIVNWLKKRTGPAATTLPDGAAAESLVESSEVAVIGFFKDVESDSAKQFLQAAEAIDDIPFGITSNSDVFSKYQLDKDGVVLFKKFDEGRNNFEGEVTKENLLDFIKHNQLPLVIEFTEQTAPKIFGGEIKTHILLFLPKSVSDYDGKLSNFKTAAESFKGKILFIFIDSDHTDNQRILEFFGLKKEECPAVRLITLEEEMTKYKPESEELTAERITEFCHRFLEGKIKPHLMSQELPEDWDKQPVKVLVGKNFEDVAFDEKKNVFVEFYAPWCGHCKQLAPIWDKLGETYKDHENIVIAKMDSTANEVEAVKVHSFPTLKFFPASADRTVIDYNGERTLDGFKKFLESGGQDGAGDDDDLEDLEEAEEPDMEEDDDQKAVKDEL
# Starred values were filed as active, the others as inactive; nt = no result given; & = joins results of further samples.
entry	smiles	HTR2A ag	aDG glyco up	CaV13 ICDI inh	N-glyco inh	ABCB6 inh 2	Vif inh	H9c2 protect	hiPSC survival	Granule exo inh	PDI turbidity
1	CCN1C(=O)/C(=C/C=C2/Sc3ccccc3N2CCO)SC1=S	0	-0.3	-7	-4	290	-6	8	-1.0	-1	1
2	O=S1(=O)CCC(SCc2nc3sccn3c2Br)C1 (centres undefined)	-2	0.1	nt	0	101	15	4	-0.7	1	-8
3	CCOc1ccc(NC(=O)NNC(=O)COc2ccc3ccccc3c2)cc1	7	-0.1	-3	0	103	13	-10	-0.3	-2	-4
4	COC(=O)C1=C(C)NC(=S)NC1c1ccc(-c2cc(Cl)ccc2Cl)o1 (centres undefined)	-3	0.2	-7	5	97	2	-11	0.1	-3	1
5	CCOC(=O)N1CCN(S(=O)(=O)c2ccc(C)c(C(=O)NC3CCCCC3)c2)CC1	-1	0.6	-3	-2	94	-1	-9	-0.2	3	-3
6	CC1CCN(c2nc3ccccc3n2CC(=O)c2ccccc2)CC1	-4	0.8	0	-4	94	2	6	-1.3	4	-2
7	COc1ccc(-c2cc(=Nc3ccc(C)cc3)c3ccccc3o2)cc1	-1	-0.5	-8	-4	93	0	-38	2.2	34	19
8	CCC(C)NC(=O)C1c2cc(OC)c(OC)cc2C(=O)N(C)C1c1ccc(OC)cc1 (centres undefined)	2	0.0	-5	1	93	10	8	-3.2	-2	1
9	COc1cccc(OCc2cc(/C=N/Nc3ccc(C(=O)O)cc3)ccc2OC)c1	-3	-0.1	-4	-6	108	2	2	0.1	0	-3
10	Cc1ccc(NC2CCCN(C(=O)c3ccc(F)cc3)C2)cc1C (centres undefined)	-1	0.0	-6	-1	99	0	-5	0.6	-4	4
11	Cc1nc2c(C)cccn2c(=O)c1NC(=O)c1ccc2c(c1)OCO2	-2	-0.2	-5	1	98	-6	5	-0.1	-7	0
12	CC1CCN(C(=O)c2[nH]cnc2C(=O)N[C@H](C)c2ccccc2)CC1	1	0.1	-5	-1	104	7	-4	-1.1	2	1
13	CCn1ncc(/C=C/C(=O)Nc2c(C)nn(Cc3ccc(Cl)cc3Cl)c2C)c1C	-1	0.6	-11	12	100	-5	-6	-1.3	2	-7
14	CC(C)Oc1ccc2nnnn2n1	8	-0.1	nt	1	90	21	11	0.0	-3	0
15	CCOC(=O)c1cc(CO)cc(C(=O)OCC)c1	6	0.0	-4	1	88	-2	-3	0.6	-1	0
16	COc1ccc(CCNC(=O)CN(C)S(=O)(=O)c2ccc3c(c2)CCC(=O)N3)cc1OC	0	-0.1	-6	-3	101	-12	1	0.6	-3	-1
17	CC1=C(C(=O)N2CCOCC2)CC(CC(=O)NCCc2ccccn2)C(=O)N1Cc1ccccc1 (centres undefined)	0	-0.1	-4	4	100	nt	2	3.1	1	nt
18	COc1ccc(OC)c(NC(=O)C(C)N2c3cccc4cccc(c34)S2(=O)=O)c1 (centres undefined)	5	-0.3	-4	0	102	-5	6	0.0	-11	-10
19	COc1cc(C2C(C(C)=O)=C(O)C(=O)N2CCc2c[nH]c3ccccc23)ccc1O (centres undefined)	-3	-0.3	5	-1	98	-17	-2	0.8	-4	41*
20	Cc1c(NC(=O)/C(C#N)=C/c2ccc(-c3cccc(Cl)c3)o2)c(=O)n(-c2ccccc2)n1C	-3	0.7	-3	3	101	nt	0	0.1	3	10
21	CC(=O)c1sc(NC(=O)C2CCN(C(=O)c3ccc(F)cc3)CC2)nc1-c1ccccc1	0	0.9	-6	3	93	-13	13	0.2	-1	-3
22	COc1ccc(-n2ncc(C(C)NS(=O)(=O)c3ccc(C(C)=O)cc3)c2C)cc1 (centres undefined)	1	-0.1	-5	2	96	0	-1	-0.1	-4	-13
23	COc1ccc(/C=N/NC(=O)CNC(=O)c2ccc3c(c2)OCCO3)cc1OC	-1	-0.2	-5	0	97	0	-6	0.6	-1	7
24	COc1cc(NC(=O)Cn2cnc3c(SC)nc(N)nc32)cc(OC)c1OC	2	-0.2	-6	3	95	0	-2	-2.5	-3	12
25	COC(=O)C1(S(=O)(=O)C2(C(=O)OC)CCCC2)CCCC1	-3	0.0	-5	3	100	8	-3	-2.3	-1	6
26	O=c1ccnc(Nc2ccc([N+](=O)[O-])cc2)[nH]1	1	0.1	-20	0	98	5	0	0.0	2	8
27	O=C(CCC1CCCCC1)Nc1cccc(C(=O)Nc2ccc(C(=O)O)cc2)c1	10	0.0	-2	-1	92	0	-8	-0.4	-19	-3
28	COC(CNC(=O)C1CCN(S(=O)(=O)c2ccc3nc4c(c(C(=O)O)c3c2)CC(C)CC4)CC1)OC (centres undefined)	-3	-0.1	-5	1	100	-9	2	0.1	-15	-4
29	O=C(CN1C(=O)C2C3C=CC(C3)C2C1=O)OCC(=O)c1ccc(Cl)c([N+](=O)[O-])c1 (centres undefined)	-6	0.1	-5	1	100	-1	-2	4.7	-14	-1
30	CN1CCN(c2ncnc3scc(-c4ccccc4Cl)c23)CC1	-3	0.4	-3	-11	103	-14	-2	0.4	3	-17

# Next structures.
No. | structure | HTR2A ag | aDG glyco up | CaV13 ICDI inh | N-glyco inh | ABCB6 inh 2 | Vif inh | H9c2 protect | hiPSC survival | Granule exo inh | PDI turbidity
31 | O=C(CN1CCN(C2CCCCC2)CC1)c1ccc2cc[nH]c2c1 | -10 | -0.1 | -3 | 0 | 96 | -5 | 3 | 6.5 | -10 | nt
32 | CCc1ccc(C2C3=C(CC(C)(C)CC3=O)OC3=C2C(=O)CC(C)(C)C3)cc1 | 0 | 0.1 | -20 | -5 | 93 | -3 | 17 | 0.8 | 1 | 0
33 | O=C(Nc1ccc(SC(F)F)cc1)C12CCC(CC1)C2 | -7 | 1.1 | -17 | -5 | 99 | 23 | -4 | -1.5 | 7 | -8
34 | O=C(Nc1ccc2c(c1)OCO2)c1cc(C2CC2)on1 | -3 | -0.1 | -5 | -10 | 99 | -2 | -10 | -3.1 | -1 | nt
35 | COc1ccc(CCNC(=O)CSc2nccc(=O)[nH]2)cc1OC | 7 | 0.5 | -6 | 1 | 99 | 7 | 6 | 0.1 | -2 | 6
36 | O=C(Nc1ccccc1-c1ccccc1)C1CCCCC1 | 0 | 0.2 | -18 | 2 | 103 | -12 | 2 | 7.7 | 0 | 0
37 | O=C(Nc1ccc2oc(=O)ccc2c1)c1ccc(-c2cccc([N+](=O)[O-])c2)o1 | -3 | -0.1 | -17 | -7 | 97 | -2 | 29 | 0.3 | 26 | -2
38 | CN1CCN(C(=O)C2=C[C@@H](c3coc4ccccc4c3=O)C[C@@H](OCCCCO)O2)CC1 | 4 | 0.1 | -13 | 3 | 98 | -1 | 5 | -0.9 | -6 | 6
39 | Cc1ccccc1C(=O)c1cccn1CC(=O)NC(C)CCc1ccccc1 (centres undefined) | -3 | -0.2 | -12 | -3 | 92 | 4 | -4 | 0.6 | -2 | 3
40 | Cc1ccc(-c2c(N)nc3ncccn23)cc1 | -6 | 0.1 | -7 | nt | nt | nt | nt | nt | -4 | nt

# Rewritten with one line to a screen: part of the list above.
34	O=C(Nc1ccc2c(c1)OCO2)c1cc(C2CC2)on1
35	COc1ccc(CCNC(=O)CSc2nccc(=O)[nH]2)cc1OC
36	O=C(Nc1ccccc1-c1ccccc1)C1CCCCC1
37	O=C(Nc1ccc2oc(=O)ccc2c1)c1ccc(-c2cccc([N+](=O)[O-])c2)o1
38	CN1CCN(C(=O)C2=C[C@@H](c3coc4ccccc4c3=O)C[C@@H](OCCCCO)O2)CC1
39	Cc1ccccc1C(=O)c1cccn1CC(=O)NC(C)CCc1ccccc1 (centres undefined)
assay / entry	34	35	36	37	38	39
HTR2A ag	-3	7	0	-3	4	-3
aDG glyco up	-0.1	0.5	0.2	-0.1	0.1	-0.2
CaV13 ICDI inh	-5	-6	-18	-17	-13	-12
N-glyco inh	-10	1	2	-7	3	-3
ABCB6 inh 2	99	99	103	97	98	92
Vif inh	-2	7	-12	-2	-1	4
H9c2 protect	-10	6	2	29	5	-4
hiPSC survival	-3.1	0.1	7.7	0.3	-0.9	0.6
Granule exo inh	-1	-2	0	26	-6	-2
PDI turbidity	nt	6	0	-2	6	3

# Later entries
No. | structure | HTR2A ag | aDG glyco up | CaV13 ICDI inh | N-glyco inh | ABCB6 inh 2 | Vif inh | H9c2 protect | hiPSC survival | Granule exo inh | PDI turbidity
41 | CCC(=O)N1CCc2cc(S(=O)(=O)NCCCN3CCN(Cc4ccccc4)CC3)ccc21 | 1 | 0.5 | -4 | 0 | 99 | 6 | -12 | -3.4 | -1 | -6
42 | O=C(NCc1ccco1)Nc1ccccc1Cl | -2 | 0.0 | -5 | 1 | 87 | -10 | -7 | 1.2 | 0 | 5
43 | COc1ccc(S(=O)(=O)N2CCOC2CNC(=O)C(=O)NCCN2CCOCC2)cc1 (centres undefined) | -1 | -0.2 | nt | 3 | 98 | -4 | -3 | 0.3 | -1 | -2
44 | CN(C(=O)c1ccc(NC(=O)Cc2ccc([N+](=O)[O-])cc2)cc1)C1CCCC1 | 1 | 0.0 | -3 | 2 | 94 | -7 | 3 | 0.0 | -1 | 14
45 | COc1ccc(C2C(C#N)=C(C)NC(C)=C2C#N)c(OC)c1 | -2 | 0.0 | -3 | 0 | 95 | 2 | 12 | 0.2 | 4 | -2
46 | CCCCCCSc1ccc(-c2nc3ccc(C)cn3c2NCc2ccccc2)cc1 | 3&8 | 1.4&0.2 | -10&-12 | -3 | 106&101 | 5 | -24 | -1.6&-1.3 | 0&-7 | 0
47 | Cc1ccc(NC(=O)N(Cc2ccco2)C(C)c2ccco2)cc1C (centres undefined) | 9 | 0.3 | -8 | -2 | 95 | -11 | -8 | -3.4 | -4 | -1
48 | COc1ccc(C(=O)Nc2ccnn2C2CCN(C(C)CSC)CC2)cc1 (centres undefined) | -2 | -0.1 | -2 | -4 | 97 | -10 | -3 | -0.2 | -6 | 4
49 | CCOC(=O)C1CCCN(C(=O)c2cccc(S(=O)(=O)N3CC(C)OC(C)C3)c2)C1 (centres undefined) | 0 | 0.0 | 0 | 0 | 99 | -4 | 0 | -0.7 | -3 | -1
50 | O=c1cc(-c2ccc(F)cc2)[nH][nH]1 | 2 | 0.0 | -7 | 2 | 94 | 9 | -3 | -0.5 | -4 | 0
51 | CCOC(=O)C1CCCN(c2c(N3CCN(c4cccc(Cl)c4)CC3)c(=O)c2=O)C1 (centres undefined) | 5 | -0.1 | -6 | 2 | 105 | 4 | 10 | 0.5 | -4 | -7
52 | CCCCNC(=O)O/N=C(\N)CS(=O)(=O)C(C)(C)C | 8 | 0.1 | -5 | 2 | 98 | -13 | 1 | -0.7 | -8 | 3

# Entries above shown as hits in PDI turbidity:
no. | canonical_smiles | HTR2A ag | aDG glyco up | CaV13 ICDI inh | N-glyco inh | ABCB6 inh 2 | Vif inh | Granule exo inh | PDI turbidity
19 | COc1cc(C2C(C(C)=O)=C(O)C(=O)N2CCc2c[nH]c3ccccc23)ccc1O (centres undefined) | -3 | -0.3 | 5 | -1 | 98 | -17 | -4 | 41*
